Hsp70 inhibitors: Hsp70 inhibitors, probe displacement, primary screen, biochemical, fluorescence polarization (AID 583); Hsp70 fluorescence polarization probe displacement, mP; higher % means a stronger effect; displacement, % at 20 µM, or IC50 in µM where a hit was titrated; 140,000 compounds, 0.06% hits; in the data active = displacement above about 50%;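 also: plate controls were vehicle for no effect and reference ligand for full effect; a part of the inactive calls stands beside numbers as strong as those of hits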
MKP-3 inhibition: MKP-3 phosphatase inhibitors, primary screen, biochemical, rat enzyme, in vitro (AID 425); inhibition, % at 20 µM; hits with a dose series show IC50 in µM; recombinant MKP-3 phosphatase activity, fluorescence; higher % means a stronger effect; 110,000 compounds, 0.17% hits; in the data active = inhibition above about 50%;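 also: plate controls were vehicle for no effect and reference inhibitor for full effect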
* = called active by the depositor; · = not tested or not shown; & = joins results of further samples.

smiles | Hsp70 inhibitors | MKP-3 inhibition
O=C(CN1CCN(c2ncccn2)CC1)N(Cc1ccccc1)c1ccc(F)cc1 | · | -5.4%
N=C1C(c2ccccc2)=C(O)C2CCc3ccccc3N12 (stereo not given) | -1.2% | -11.5%
Cc1ccc(-c2cn(S(=O)(=O)c3ccc(C)cc3)nc2N)cc1 | 2.7% | ·
O=C(O)CSc1nnc(-c2ccco2)n1-c1ccccc1 | 1.5% | 4.5%
CCCCc1ccc(NC(=O)CC(C)=O)cc1 | 0.2% | -20.8%
CC(=O)N1C(=O)C2(C(C#N)=C(N)Oc3c2c(C)nn3-c2ccccc2)c2ccccc21 (stereo not given) | 4.7% | -3.8%
O=C(Nc1nccs1)c1ccc(S(=O)(=O)NCC2CCCCC2)cc1 | -4.4% | -8.4%
COc1ccc(C(=O)/C=C/Nc2ccc(Br)c(C)c2)cc1 | -2.3% | 0.4%
O=C(Nc1ccccc1N1CCCC1)c1ccco1 | 1.9% | -9.8%
CC1(C)OC2OC(COCc3ccccc3)C3OC(C)(C)OC3C2O1 (stereo not given) | -1.3% | 1.0%

smiles | Hsp70 inhibitors | MKP-3 inhibition
COc1ccccc1-c1c(C)nn2c(C)c(C(C)=O)cnc12 | 1.1% | 0.1%
O=C(O)C1C2C=CC(C3CC23)C1C(=O)NCc1ccccc1 (stereo not given) | -2.0% | -3.1%
CC1CCN(C2=NC(=O)/C(=C/c3ccccc3O)S2)CC1 | 1.7% | 3.6%
COc1ccccc1N(CC(=O)Nc1cccc(C)c1C)S(=O)(=O)c1ccccc1 | 1.4% | -2.0%
CCCCC(NS(=O)(=O)c1ccc(OC)cc1)C(=O)O (stereo not given) | -2.8% | -4.7%
CN(CC(=O)NC(=O)NCc1ccco1)Cc1nc2ccccc2c(=O)[nH]1 | 10.4% | 9.0%
CN(C)c1ccc(/C=C2\SC(=S)N(c3ccccc3Cl)C2=O)cc1 | -113.0% | -5.2%
CCN(CC)S(=O)(=O)c1ccc(NC(=O)c2ccc(N(C)S(C)(=O)=O)cc2)cc1 | 2.4% | ·
COc1cc(C(=O)OC(C)C(=O)NCC2CCCCC2)cc(NC(=O)c2ccco2)c1OC (stereo not given) | -3.0% | ·
O=S(=O)(c1ccc(OCc2nc3ccccc3s2)c(Cl)c1)N1CCOCC1 | 0.1% | -4.5%

Sorted by the number under Hsp70 inhibitors (falling): 7 of the compounds above
smiles | Hsp70 inhibitors | MKP-3 inhibition
CN(CC(=O)NC(=O)NCc1ccco1)Cc1nc2ccccc2c(=O)[nH]1 | 10.4% | 9.0%
O=C(Nc1ccccc1N1CCCC1)c1ccco1 | 1.9% | -9.8%
N=C1C(c2ccccc2)=C(O)C2CCc3ccccc3N12 (stereo not given) | -1.2% | -11.5%
CC1(C)OC2OC(COCc3ccccc3)C3OC(C)(C)OC3C2O1 (stereo not given) | -1.3% | 1.0%
O=C(O)C1C2C=CC(C3CC23)C1C(=O)NCc1ccccc1 (stereo not given) | -2.0% | -3.1%
COc1ccc(C(=O)/C=C/Nc2ccc(Br)c(C)c2)cc1 | -2.3% | 0.4%
CN(C)c1ccc(/C=C2\SC(=S)N(c3ccccc3Cl)C2=O)cc1 | -113.0% | -5.2%

Single records (already shown). Order of values: Hsp70 inhibitors | MKP-3 inhibition
Shown for `COc1ccccc1-c1c(C)nn2c(C)c(C(C)=O)cnc12` : 1.1% | 0.1%
Shown for `CCCCc1ccc(NC(=O)CC(C)=O)cc1` : 0.2% | -20.8%
Shown for `N=C1C(c2ccccc2)=C(O)C2CCc3ccccc3N12` (stereo not given) : -1.2% | -11.5%

Next part:
smiles | Hsp70 inhibitors | MKP-3 inhibition
COc1ccc(C(N)=O)cc1NC(=O)c1cccnc1 | 4.1% | 0.4%
Cc1ccc(C(=O)CC2(O)C(=O)N(Cc3ccccc3)c3ccccc32)o1 (stereo not given) | 0.6% | -12.5%
CCOC(=O)N1CCN(c2cc3nccnc3cc2F)CC1 | -2.3% | -0.7%
CCC(=O)Nc1ccc(C(=O)n2nc(C)cc2C)cc1 | -3.8%&-5.6% | 3.5%&4.6%
O=C(/C=C/c1ccccc1)NNC(=O)c1cccnc1 | 2.1% | 0.3%
CC1CC(C)CN(C(=O)CCNS(=O)(=O)c2cccs2)C1 (stereo not given) | -3.6% | ·
Cn1c(Nn2cnnc2)nc2ccccc21 | 4.6% | -14.4%
COc1ccc(C(=O)Nc2ccc(Cl)cc2C(=O)NCc2ccco2)cc1OC | 1.1% | -1.2%
O=C(c1cccs1)n1nc(-c2ccc(Cl)cc2)nc1NCc1ccco1 | 1.3% | ·
Cc1nn(CC(=O)NCc2cccc3ccccc23)c(=O)c2ccccc12 | 2.8% | ·

smiles | Hsp70 inhibitors | MKP-3 inhibition
O=C(NC1=NCCS1)c1ccncc1 | -2.7% | 2.6%
COc1ccc(C(=O)CC(Nc2ccc([N+](=O)[O-])cc2)c2ccc(Cl)cc2)cc1 (stereo not given) | 0.0% | 3.2%
Cc1ccc(N2CC(C(=O)Nc3cc(C)ccc3C)CC2=O)cc1 (stereo not given) | · | 1.7%
Cc1ccc(N(C)C(=O)N2CCN(c3ccccn3)CC2)cc1 | 3.5% | -0.9%
COc1cc(NC(=O)CN2C(=O)c3ccccc3C2=O)c(C(=O)O)cc1OC | 3.0% | 4.7%
O=C(N/N=C/c1ccc(O)cc1O)c1cnccn1 | -1.4% | -0.6%
CC(=O)C(C)Oc1ccc2ccc(=O)oc2c1 (stereo not given) | -1.6% | 2.2%
O=C1C2C3C=CC(C4CC34)C2C(=O)N1c1ccc(I)cc1 (stereo not given) | -1.3% | -0.8%
O=C1NCCc2c1[nH]c1c(Cl)ccc(Cl)c21 | -4.2% | 1.2%
CCOC(=O)C1CCN(c2nc3ccccc3nc2C(C#N)C(=O)NCCc2ccccc2)CC1 (stereo not given) | 36.4% | -2.1%

smiles | Hsp70 inhibitors | MKP-3 inhibition
COc1cc(C=C2C(=O)N(C)C(=O)N(C)C2=O)ccc1OCc1ccc(C(=O)O)cc1 | 34.0% | 4.1%
CCOc1cc(S(=O)(=O)N2CC=C(c3ccc(F)cc3)CC2)c(OCC)cc1-n1cnnn1 | -5.4% | -9.4%
COc1ccc(C(=O)COc2cc3c(C(=O)OC(C)C)c(C)oc3cc2Br)cc1 | 1.6% | -2.9%
C=CCn1c(SCc2csc(C)n2)nc2sc3c(c2c1=O)CCC(C)C3 (stereo not given) | 2.5% | ·
COc1cccc(OCCNc2cc(Cl)ccc2[N+](=O)[O-])c1 | 2.8% | 4.5%
CC1=C(C(=O)N2CCOCC2)C(c2ccccc2F)C2=C(CCCC2=O)N1 (stereo not given) | 0.4% | -6.6%
CCOC(=O)C(=O)N1c2ccccc2CCc2ccccc21 | 3.6% | 0.4%
O=c1sc(Nc2ccccc2)nc2ccsc12 | · | 4.8%
COC(=O)C1CCN(C(=O)COC(=O)Cc2c[nH]c3ccccc23)CC1 | -7.0% | -7.1%
COc1ccc2[nH]c(=O)c(CNc3ccccc3)cc2c1 | 6.9% | ·

smiles | Hsp70 inhibitors | MKP-3 inhibition
CC(C(=O)c1ccc(-c2ccccc2)cc1)[n+]1ccccc1 (stereo not given) | -0.3% | -1.4%
CCCCCCCCS(=O)C1CCS(=O)(=O)C1 (stereo not given) | 0.8% | ·
c1ccc(Nc2nc(N3CCOCC3)c3ccccc3n2)cc1 | 3.6% | ·
CCOc1ccc(C(=O)Nc2cc3nn(-c4ccc(OC)cc4)nc3cc2C)cc1 | 4.7% | -6.4%
C/C(N)=C(/C#N)C(=O)CSc1nnnn1-c1ccc(C)cc1 | 1.4% | -12.1%
Cc1cc(=O)[nH]c(Nc2ccccc2)n1 | -8.1% | -3.3%
COc1ccccc1NS(=O)(=O)c1cc(C(=O)NCCN2CCOCC2)ccc1Cl | 4.3% | -1.6%
O=S(=O)(c1ccc2oc(-c3ccncc3)nc2c1)c1ccc2oc(-c3ccncc3)nc2c1 | 4.0% | 4.7%
Cc1cc(S(=O)(=O)NC2CCCC2)ccc1F | -1.0% | -7.9%
O=C(NNC1=C(C(=O)C(F)(F)F)CCC1)c1ccccc1Cl | -1.7% | ·

smiles | Hsp70 inhibitors | MKP-3 inhibition
COC(=O)c1ccc(NC(=O)C2CC(=O)N(c3ccc(C)cc3)C2)cc1 (stereo not given) | 5.5%&-2.2% | -3.7%
CCOC(=O)c1c(C)c(-c2ccccc2)n(CC(=O)N2CCN(C)CC2)c1C | 2.7% | -2.5%
CCOC(=O)c1c(C)[nH]c(C(=O)CSc2nnc(-c3cccs3)n2Cc2ccccc2)c1C | -10.9% | ·
O=C(Cn1c(=O)c2c(ncn2C2CCCC2)n(Cc2ccccc2)c1=O)N1CCc2ccccc21 | -7.6% | 0.2%
COc1ccc2[nH]c(=O)c(CN(C(=O)c3cccnc3)c3ccc(C)cc3)cc2c1 | 1.8% | ·
Cc1ccccc1Cn1c(=O)n(CCCC(=O)NCc2ccco2)c(=O)c2sccc21 | 0.9% | ·
COc1ccccc1-n1cnc2cc(NCc3ccccn3)ccc21 | 3.1% | ·
CCC1=NN2C(=N)/C(=C/c3ccc(-c4ccccc4[N+](=O)[O-])o3)C(=O)N=C2S1 | 2.0% | 7.0%
CCCCOCC(O)Cn1c(C)nc2ccccc21 (stereo not given) | 0.5% | -9.0%
CC(=O)NC(c1ccc(F)cc1)c1cccnc1 (stereo not given) | -2.1% | ·

smiles | Hsp70 inhibitors | MKP-3 inhibition
COc1ccc(C2CC(c3ccc(C)cc3)Nc3ncnn32)cc1 (stereo not given) | 2.6% | -2.4%
O=C(Nc1cc(C(F)(F)F)cc(C(F)(F)F)c1)c1cccc(Br)c1 | -1.5% | 4.1%
CCOc1ccc(-n2c(C)nc3cc(C(=O)NCc4ccco4)ccc32)cc1 | 3.1% | ·
O=c1c2cccc3c2c(nn1CN1CCOCC1)-c1ccccc1-3 | · | 1.6%
CC1=C(C(=O)OCCOC(C)C)C(c2ccccc2Cl)NC(=O)N1 (stereo not given) | 0.3% | -0.1%
Cc1ccccc1NC(=O)c1cc(C(=O)Nc2ccccc2C)n(C)n1 | -2.6% | -1.1%
C/C(=C\C(=O)c1cccnc1)Nc1ccc(C)c(C)c1 | 8.0% | -1.6%
CCc1ccc(NC(=O)c2c(-c3ccccc3)noc2C)cc1 | 8.5% | 0.0%
CCOc1cc(-n2cnnn2)c(OCC)cc1NC(=O)c1cnccn1 | 11.4% | 24.2%
CCOC(=O)c1ccc(-c2ccc(/C=N/O)o2)cc1 | 4.8% | 1.1%

smiles | Hsp70 inhibitors | MKP-3 inhibition
C/C(CCc1ccc2c(c1)OCO2)=N\N=C1/NC(=O)CC(C(=O)NCCc2ccc(S(N)(=O)=O)cc2)S1 (stereo not given) | -0.7% | -7.4%
O=C1NC(=S)NC(=O)C1=Cc1cc(Cl)c(OCc2ccc(C(=O)O)cc2)c(Cl)c1 | -2.3% | 3.9%
Cc1ccc(/C=N/n2c(C)nnc2C)s1 | 4.0% | 9.8%
O=C(NC1CC2CCCC(C1)N2S(=O)(=O)c1ccccc1)c1ccco1 (stereo not given) | 3.6% | ·
Cc1cc(N2C(=O)CC(N3CCN(C(c4ccccc4)c4ccccc4)CC3)C2=O)no1 (stereo not given) | 1.2% | -8.0%
Cc1ccc(NC(=O)Nc2ccc(C(=O)N3CCOCC3)cc2)cc1 | 2.4% | ·
COc1ccc(/C=N/Nc2ccc3ccccc3n2)cc1 | 1.7% | -0.2%
CC1CCCN(C(=O)C2CCN(S(=O)(=O)c3cccc4cccnc34)CC2)C1 (stereo not given) | -2.3% | -3.8%
NC(=O)CN1CCOCCOCCN(CC(N)=O)CCOCCOCC1 | -1.1% | ·
Cc1[nH]c2ccccc2c1/C=N/NC(=O)c1cccnc1 | 3.7% | -4.8%

smiles | Hsp70 inhibitors | MKP-3 inhibition
c1cn(C23CC4CC(CC(C4)C2)C3)cn1 | -2.4% | -4.0%
O=C(/C=N/O)Nc1ccc(F)cc1 | -1.3% | -10.1%
COC(=O)c1ccc(C2c3c(oc4ccc(F)cc4c3=O)C(=O)N2CCO)cc1 (stereo not given) | -0.7% | -4.7%
O=C(Nc1ccc(N2CCCCC2)c(Cl)c1)c1cccnc1 | -5.8% | -12.3%
CC(=O)N1CC2(CC(=O)OC(C)C)CN(C(C)=O)CC(CC(=O)OC(C)C)(C1)C2=O | 0.8%&-1.4% | 7.5%&-7.2%
CCc1nc(SCc2cccnc2)c2c(=O)n(C)c(=O)n(C)c2n1 | -4.0% | 6.9%
O=C(NCc1cccs1)c1cc2n(n1)C(C(F)(F)F)CC(c1cccs1)N2 (stereo not given) | 2.9% | -4.9%
COc1ccc(Br)cc1/C=C/C(=O)Nc1ccc(N2CCOCC2)cc1 | 2.2% | 1.1%
O=C(CSc1nnc(-c2ccccc2)n1Cc1ccco1)Nc1ccc(S(=O)(=O)N2CCCC2)cc1 | -1.2% | ·
COC(=O)c1[nH]c2cccc(C)c2c1NC(=O)CN1CCN(c2ccccc2OC)CC1 | -1.5% | 1.1%

smiles | Hsp70 inhibitors | MKP-3 inhibition
CC(=O)Nc1ccc(S(=O)(=O)N2CCSC2c2ccc(C)cc2)cc1 (stereo not given) | 0.4% | 3.2%
CCCN1C(=O)/C(=C2\SC(N3CCCCC3)=NC2=O)c2ccccc21 | 0.2% | -6.0%
COc1cccc(C(=O)Nc2cc3nn(-c4ccc(C)cc4)nc3cc2C)c1 | -6.0% | 3.1%
O=C(COc1ccccc1)N1CCN(c2ccccc2)CC1 | 4.0% | -1.7%
CCCC(C)NC(=O)c1cc(Cl)ccc1Cl (stereo not given) | -2.4% | -4.6%
CCOc1ncccc1C(=O)Nc1cccc(C(=O)Nc2cccc(S(=O)(=O)CCO)c2)c1 | 2.3% | -7.7%
Cc1oc(-c2ccccc2)nc1CS(=O)CC(=O)N1CCc2ccccc2C1 (stereo not given) | 2.2% | 2.0%
O=C(CSc1nnc(-c2ccccc2O)o1)Oc1ccc(OCc2ccccc2)cc1 | 1.8% | -8.0%
CC1(C)Cc2c(cnn2-c2ccccc2)C(=O)/C1=N\NC(=O)c1ccncc1 | -5.6% | ·
COC(=O)Cc1cc(=O)n(-c2nc3ccccc3s2)[nH]1 | 5.5% | 5.3%

A portion of the library (hit frequency here may not be typical).
